CHO parental Ca = ATP-evoked calcium signal inhibitors, parental CHO, primary screen, counter-screen for OX1R antagonist project, cell-based, fluorescence, Fluo-8 calcium dye. inhibition, % at 5.6 µM. parental CHO-K1, ATP-induced calcium, Fluo-8 fluorescence. 330,000 tested, 0.63% active;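 active = inhibition above that plate's mean sample inhibition plus 3 SD, cut at about 26% in these data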;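 note: 0% = ATP-challenged DMSO wells and 100% = DMSO wells without ATP; some compounds past the cut are filed as inactive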
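material = parental CHO cells | also added = ATP as calcium-mobilizing challenge | dosing = single point at 5.6 µM | detection = intracellular calcium via Fluo-8 no-wash fluorescent dye | read-out = % inhibition | benchmarks = low control ATP plus DMSO, high control DMSO only | repeats = one well per compound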
CHRM1 agonist = human M1 muscarinic receptor agonists, primary screen, Fluo-8 calcium fluorescence, CHO-K1 cells, HTS; activation, % at 3 µM; CHO-K1 hM1, agonist mode; 0% DMSO, 100% acetylcholine EC100; 360,000 tested, 0.33% active;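 active = activation above the run's mean compound activation plus 3 SD, cut at about 16% in these data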;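 note: peak over basal fluorescence ratio within a 140 s kinetic read after compound addition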
Target sequence (P11229 whole entry, looked up): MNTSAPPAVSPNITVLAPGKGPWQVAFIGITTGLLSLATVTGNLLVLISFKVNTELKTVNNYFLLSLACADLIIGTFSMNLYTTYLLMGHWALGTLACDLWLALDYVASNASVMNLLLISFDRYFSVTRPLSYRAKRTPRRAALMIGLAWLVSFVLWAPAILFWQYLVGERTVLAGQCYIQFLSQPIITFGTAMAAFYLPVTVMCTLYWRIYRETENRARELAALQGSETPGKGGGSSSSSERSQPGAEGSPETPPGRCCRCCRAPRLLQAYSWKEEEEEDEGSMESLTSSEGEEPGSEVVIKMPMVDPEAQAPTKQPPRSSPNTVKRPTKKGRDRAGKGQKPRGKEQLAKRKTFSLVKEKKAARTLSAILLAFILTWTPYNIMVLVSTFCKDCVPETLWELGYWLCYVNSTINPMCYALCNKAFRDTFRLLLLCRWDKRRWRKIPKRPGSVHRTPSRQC
TAAR1 antagonist = human TAAR1 antagonists, primary screen, Fluo-8 calcium fluorescence, CHO RD-HGA16 cells; AID 624466, 2012; inhibition, % at 3 µM; 360,000 tested, 1.5% active; antagonist; Trace amine-associated receptor 1 (Homo sapiens), Q96RJ0;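 active = inhibition above a per-plate cutoff, the mean inhibition of test compounds on that plate plus 3 SD, cut at about 49% in these data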;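 note: 0% = DMSO plus EC80 beta-PEA response and 100% = DMSO alone without agonist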
Target sequence (Q96RJ0 whole entry, looked up): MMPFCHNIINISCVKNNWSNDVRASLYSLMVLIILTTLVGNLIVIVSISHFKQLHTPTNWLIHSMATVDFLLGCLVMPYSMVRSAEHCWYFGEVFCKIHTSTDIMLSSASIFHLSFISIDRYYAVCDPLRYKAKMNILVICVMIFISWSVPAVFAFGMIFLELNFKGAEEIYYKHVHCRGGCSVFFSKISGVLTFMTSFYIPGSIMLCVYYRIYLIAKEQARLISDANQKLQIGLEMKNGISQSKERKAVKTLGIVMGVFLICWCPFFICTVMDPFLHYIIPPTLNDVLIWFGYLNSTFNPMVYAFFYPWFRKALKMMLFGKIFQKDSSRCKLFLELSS
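System: CHO RD-HGA16 cells bearing hTAAR1. Reagent: EC80 β-phenethylamine stimulus. Schedule: seeding 17-24 h prior, 75-min 37 °C, 30-min RT dye loading. Signal: Fluo-8 intracellular calcium dye fluorescence, real-time kinetic reads. Read-out: % inhibition from peak post-agonist over basal fluorescence ratio. Benchmarks: vehicle wells and EC80 agonist wells. Replicates: n of 1.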
M1 PAM parental = nonselective calcium activators in parental CHO-K1 cells, primary screen, counter-screen for M1 PAM project, cell-based, Fluo-8 calcium fluorescence, full deck, 1536-well; ATP EC20; 0% at ATP EC20, 100% at ATP max; activation, % at 3 µM; 360,000 tested, 0.02% active; AID 602247, 2012;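 active = activation above the run cutoff, the mean activation of all test compounds plus 3 SD, cut at about 40% in these data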;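 note: peak over basal fluorescence ratio in a 140 s read after ATP addition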
TAAR1 agonist = human TAAR1 agonists, primary screen, Fluo-8 calcium fluorescence, CHO RD-HGA16 cells. activation, % at 3 µM. vehicle wells 0%, saturating PEA agonist 100%. Trace amine-associated receptor 1 (Homo sapiens), Q96RJ0. 360,000 tested, 0.99% active;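 active = activation above the mean activation of all test compounds in the run plus 3 SD, cut at about 38% in these data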
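Signal – calcium-sensitive Fluo-8 signal, excitation 470-495, emission 515-575 nm · System – RD-HGA16 (CHO) cells co-expressing Gα16 and hTAAR1 · Incubation – 17-24 h seeding, 75 min 37 °C dye, 30 min RT · Compound dosing – 3 µM single concentration · Repeats – no replicates (n 1)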
CHO-K1 Ca antag = nonselective inhibitor or artifact in parental CHO-K1 cells | ATP-induced calcium, Fluo-8 fluorescence | inhibition, % at 3 µM | 360,000 tested, 0.6% active | AID 602250;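 active = inhibition above a per-plate cutoff, the plate's mean sample inhibition plus 3 SD, cut at about 24% in these data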;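 note: 0% = DMSO plus EC80 ATP and 100% = DMSO alone without ATP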
M1 PAM = human M1 muscarinic receptor positive allosteric modulators, primary screen, CHO-K1 cells, Fluo-8 calcium fluorescence, 1536-well | CHO-K1 hM1, ACh EC20; 0% = ACh EC20, 100% = maximal ACh | activation, % at 3 µM | AID 588819, 2011 | Muscarinic acetylcholine receptor M1 (Homo sapiens), P11229 | 360,000 tested, 0.088% active; in the data active = activation above about 19%, passing the limit was not always enough
CHRM1 antagonist = human M1 muscarinic receptor antagonists, primary screen, CHO-K1 cells, Fluo-8 calcium fluorescence, 1536-well | Muscarinic acetylcholine receptor M1 (Homo sapiens), P11229 | CHO-K1 hM1, ACh EC80 antagonist | inhibition, % at 3 µM | 360,000 tested, 1.3% active;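 active = percent inhibition above its own plate's cutoff, namely the mean of that plate's compound wells plus 3 SD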;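 note: peak over basal fluorescence ratio during 140 s after agonist addition; 0% = ACh EC80 plus DMSO and 100% = DMSO alone without agonist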
M1 ag parental = counter-screen for M1 agonists: effect in parental CHO-K1 cells; Fluo-8 calcium fluorescence; scaled to maximal ATP response, vehicle zero; activation, % at 3 µM; 360,000 tested, 0.48% active; AID 602248, 2012; in the data active = activation above about 15%;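 note: untransfected CHO-K1 host cells lacking M1 receptor as counterscreen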
Active calls of the source: *; x = not tested or not shown. An unsorted share of the library. Share with any hit: about 4.4%.

Order of values: CHO parental Ca	CHRM1 agonist	TAAR1 antagonist	M1 PAM parental	TAAR1 agonist	CHO-K1 Ca antag	M1 PAM	CHRM1 antagonist	M1 ag parental
[1] COc1ccc(-c2noc(-c3ccco3)n2)cc1OC
→ -5.4	-4.6	7.0	13.4	9.7	-7.3	4.0	-15.2	0.5
[2] CC(C)(C)NC(=S)NCc1ccc2c(c1)OCO2
→ -1.2	-7.0	-3.0	20.4	14.4	-4.8	3.5	-4.5	0.6
[3] O=C1NC2(CCCc3ccccc32)C(=O)N1CCOc1ccc(Br)cc1 (stereo not given)
→ -18.1	-3.8	13.2	14.3	5.5	2.6	-0.7	1.6	1.6
[4] CCC(=O)N(CCC1(C(C)C)CCOC(C)(C)C1)Cc1ccco1 (stereo not given)
→ -4.0	-4.9	5.7	-5.2	-0.8	-2.3	-1.4	1.7	0.2
[5] Cc1cnc(C(=O)Nc2nnc(C3CC3)s2)cn1
→ -13.7	-2.9	-10.1	-1.4	2.0	-4.7	1.2	1.9	0.0
[6] Cc1cc(=O)[nH]c(SCC(=O)N2CCCc3ccccc32)n1
→ -1.4	-4.2	5.8	8.7	13.5	-6.7	2.6	0.3	1.8
[7] Cc1cn([C@H]2C[C@H](O)[C@@H](CNCc3ccc4ncccc4c3)O2)c(=O)[nH]c1=O
→ x	-6.3	-0.9	15.1	2.7	-9.3	1.7	-10.5	0.9
[8] Cc1nnc(Cn2cnc3c2c(=O)n(C)c(=O)n3C)o1
→ -1.1	-4.2	-1.9	2.8	-1.1	-16.5	8.1	-6.8	0.5
[9] O=C(CSCCO)Nc1cc(C(F)(F)F)ccc1Cl
→ -2.1	-4.8	-6.0	-14.5	10.8	-24.3	3.3	9.3	0.4
[10] Cc1ccc2nc(NC(=S)NC(=O)c3cccs3)sc2c1
→ 7.2	-1.0	-0.3	-4.3	9.8	10.2	9.9	-12.0	-0.1
[11] OCCN(CC#CC(O)(c1ccccc1)c1ccccc1)CCO
→ -8.0	-6.9	-17.6	-1.4	0.4	-5.2	-5.2	-2.5	0.5
[12] C/C(=N\NC(=O)C1CCCN(S(=O)(=O)c2ccccc2)C1)c1ccccn1 (stereo not given)
→ -17.7	-0.3	3.1	-8.4	3.6	22.7	-0.6	3.4	1.6
[13] COc1ccc(CS(=O)c2nc(C)cc(C)c2S(C)(=O)=O)cc1 (stereo not given)
→ -3.6	-4.6	4.1	-3.7	-0.7	3.2	-7.3	5.6	-0.1
[14] COc1ccc(NC(=O)OCCN2CCN(Cc3ccccc3)CCC2=O)cc1
→ -2.5	-5.4	-4.1	-12.2	7.5	2.0	-1.3	4.1	0.0
[15] CN(C)CCn1c(=O)n(Cc2ccccc2)c(=O)c2c3c(sc21)CCCCC3
→ -21.9	-2.9	-15.9	12.1	19.2	-7.4	19.8	-16.7	1.1
[16] COc1ccc(C2C(C(C)=O)=C(C)Nc3ncnn32)c(OC)c1OC (stereo not given)
→ -11.5	0.1	3.1	1.6	3.7	-12.8	17.8	-17.8	0.6
[17] C[C@H](O)[C@@H]1CN2CCc3c([nH]c4ccccc34)[C@@H]2C[C@@H]1N(C)C(=O)Nc1ccc(F)cc1
→ x	-2.8	-15.1	-1.1	2.9	-4.7	10.1	-15.1	0.0
[18] O=C1c2ccccc2C(=O)N1CCCCN(C(=O)c1ccco1)c1ccc(Cl)cc1
→ -19.3	-5.1	26.8	15.3	2.6	-4.7	4.7	2.9	1.5
[19] Cc1[nH]c(C)c(S(=O)(=O)N2CCN(c3ccc(Cl)cc3)CC2)c1C(=O)N1CCCC1
→ -1.1	-3.1	-7.5	1.8	-0.7	-10.6	1.8	-1.7	1.5
[20] Cc1ccc(OCC(=O)Nc2ccc(NC(=O)c3cccs3)cc2)c(C)c1
→ -8.3	-7.0	24.5	2.6	1.4	-13.4	6.8	-18.3	0.9
[21] Cc1cccc(OCC(=O)N/N=C/CC(C)c2ccccc2)c1C (stereo not given)
→ -2.2	-5.1	-25.6	14.8	-0.7	-1.9	2.6	0.8	0.6
[22] COc1cc(NC(=O)Cn2nc(C(F)(F)F)c3c2CCCC3)cc(OC)c1OC
→ -28.6	-1.8	-4.5	9.8	20.4	5.8	3.4	-6.5	1.6
[23] CCn1cc(C(=O)O)c(=O)c2cnc(N3CCN(C(=S)NC(=O)c4ccc(Cl)cc4Cl)CC3)nc21
→ 0.1	-5.2	-1.9	21.4	2.4	1.0	1.0	1.2	0.4
[24] C#Cc1ccc(NC(=O)C2(C)CCN2C(=O)C2(c3ccccc3)CC2)cc1 (stereo not given)
→ x	-7.9	26.4	6.7	2.1	-5.5	2.4	-15.7	0.1
[25] C/C(CCc1ccccc1)=N\NC(=O)COc1ccccc1C
→ -16.3	-4.9	-32.7	16.1	6.1	-5.5	3.8	-0.9	5.0
[26] O=C(COc1ccccc1O)NC1CCCC1
→ x	-3.0	-25.7	-5.1	0.4	4.4	8.8	-8.5	0.2
[27] CCn1c2ccccc2nc2cc3c(cc21)c(Cl)c(=O)c1ccccc13
→ x	-3.8	5.4	-6.1	0.4	-1.8	-0.8	-8.2	0.4
[28] O=C(CCNC(=O)c1ccc([N+](=O)[O-])cc1)NC1CCCCC1
→ x	-5.5	-0.6	-4.9	0.6	5.5	1.6	2.0	-0.3
[29] CC(NC(=O)c1ccc(Cl)s1)C1CCCO1 (stereo not given)
→ -6.5	-3.8	2.9	-2.8	2.2	-7.1	-3.5	12.5	0.1
[30] COc1ccc(-c2nc(C#N)c(N3CCC(C(N)=O)CC3)o2)cc1
→ 8.9	-4.5	3.2	15.9	2.1	-18.0	7.8	-15.6	-0.3
[31] O=C(Nc1ccc2c(c1)OCCO2)c1cnn(-c2ccccc2)n1
→ -22.0	-5.9	3.3	3.0	2.8	-15.8	8.7	-10.5	0.7
[32] COc1cc(C2C(C#N)=C(N)Oc3cc(N)ccc32)cc(OC)c1OC (stereo not given)
→ 6.1	-1.8	-6.4	10.1	7.8	-5.1	0.2	-11.4	0.4
[33] O=C(CN1CCOCC1)N/N=C/c1cc2ccccc2nc1Cl
→ -4.4	-3.2	-1.9	17.5	7.2	-9.2	7.7	-14.9	0.1
[34] O=C(CCC(=O)Nc1ccc(F)cc1)N/N=C/c1c[nH]c2ccccc12
→ -12.6	-3.5	-2.1	0.4	0.8	6.5	9.6	-6.8	-0.7
[35] Cc1ccc(S(=O)(=O)N2CCN(C(=O)CN(Cc3ccco3)Cc3cccs3)CC2)cc1
→ x	4.3	-8.8	-19.5	3.9	14.3	12.5	6.0	-0.1
[36] Cc1ccc(S(=O)(=O)NCCNc2ccc([N+](=O)[O-])cc2)cc1
→ 7.4	-1.4	4.7	-8.0	1.8	-2.2	-0.2	3.4	2.7
[37] CNS(=O)(=O)c1cccc(C(=O)OCc2csc(-c3ccccc3)n2)c1
→ 0.6	-5.4	-0.8	20.4	-2.2	-7.0	-4.0	8.3	4.4
[38] CCOC(=O)N1CCN(CC(=O)N2c3ccccc3CCc3ccccc32)CC1
→ -26.9	1.7	-22.6	-15.2	1.2	4.0	-4.5	15.1	0.6
[39] O=C1CC(N2CCC(c3nc4ccccc4o3)CC2)C(=O)N1c1ccc(Cl)c(C(F)(F)F)c1 (stereo not given)
→ -15.5	-10.4	-16.8	-9.2	-2.2	-5.8	-14.3	20.4	0.3
[40] O=S(=O)(c1ccc(Cl)c(NC(=S)N/N=C/c2c(F)cccc2F)c1)N1CCOCC1
→ 6.4	-6.5	21.8	-12.2	1.2	15.4	-12.9	18.1	2.5
[41] Cc1ccc(C)c(N2CCN(C(=O)CCNC(=O)Cn3ccc4ccccc4c3=O)CC2)c1
→ -11.6	-4.6	36.4	1.3	1.6	-15.2	6.9	-2.2	1.1
[42] Cc1ccc(Cl)cc1-c1ccc(/C=N/n2cnnc2)o1
→ -7.1	-3.1	-23.9	-11.9	6.5	8.8	2.3	0.1	-0.6

Molecules above containing two or more sulfur atoms (5):
Order of values: CHO parental Ca	CHRM1 agonist	TAAR1 antagonist	M1 PAM parental	TAAR1 agonist	CHO-K1 Ca antag	M1 PAM	CHRM1 antagonist	M1 ag parental
[10] Cc1ccc2nc(NC(=S)NC(=O)c3cccs3)sc2c1
→ 7.2	-1.0	-0.3	-4.3	9.8	10.2	9.9	-12.0	-0.1
[13] COc1ccc(CS(=O)c2nc(C)cc(C)c2S(C)(=O)=O)cc1 (stereo not given)
→ -3.6	-4.6	4.1	-3.7	-0.7	3.2	-7.3	5.6	-0.1
[35] Cc1ccc(S(=O)(=O)N2CCN(C(=O)CN(Cc3ccco3)Cc3cccs3)CC2)cc1
→ x	4.3	-8.8	-19.5	3.9	14.3	12.5	6.0	-0.1
[37] CNS(=O)(=O)c1cccc(C(=O)OCc2csc(-c3ccccc3)n2)c1
→ 0.6	-5.4	-0.8	20.4	-2.2	-7.0	-4.0	8.3	4.4
[40] O=S(=O)(c1ccc(Cl)c(NC(=S)N/N=C/c2c(F)cccc2F)c1)N1CCOCC1
→ 6.4	-6.5	21.8	-12.2	1.2	15.4	-12.9	18.1	2.5

Screening data as filed in PubChem BioAssay.
